GLP1R ag = GLP-1 receptor (human) agonism; P43220; HEK293 GLP-1R CRE-luciferase, luminescence, 4-6 h; cells express a hypersensitive GLP-1R form; Potency, µM (titrated, usually from 45.6 µM), inactives show top-dose activation, actives largely listed as activators; 0.007% of 380,000 active; AID 624172; note: potency is the fitted concentration of half-maximal effect; % of control where 0% means no effect
TDP-43 yeast inh = inhibitors of TDP-43 toxicity in yeast. Potency, µM (top dose mostly 46.1 µM), inactives show at the highest dose growth rescue (activation), hits mostly activators. TDP-43 expressing yeast growth rescue, BacTiter-Glo, 24 h. 1.8% of 410,000 active; note: potency is the fitted concentration of half-maximal effect; % of control where 0% means no effect; nearly all actives have a fitted effect of over 50% in size
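Growth rescue of TDP-43-toxic yeast measured as ATP luminescence (BacTiter-Glo). Cells grown to mid-log in raffinose, induced in galactose at OD600=0.02, exposed to compound 24 hr at 30 deg C.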
D3 antag = D3 dopamine receptor (human) antagonism; P35462; D3R cells, DiscoveRx beta-arrestin luminescence, antagonist mode; active compounds read low; max response, negative = inhibition, %; 2.5% of 360,000 active; in the data active = max response below about -50%; inconclusive = no clear call, values can overlap the other calls; note: % is set by controls: 0 for no effect and ±100 for the full control effect; mostly tested at two doses, the higher about 12 µM
Target sequence (P35462 whole entry, looked up): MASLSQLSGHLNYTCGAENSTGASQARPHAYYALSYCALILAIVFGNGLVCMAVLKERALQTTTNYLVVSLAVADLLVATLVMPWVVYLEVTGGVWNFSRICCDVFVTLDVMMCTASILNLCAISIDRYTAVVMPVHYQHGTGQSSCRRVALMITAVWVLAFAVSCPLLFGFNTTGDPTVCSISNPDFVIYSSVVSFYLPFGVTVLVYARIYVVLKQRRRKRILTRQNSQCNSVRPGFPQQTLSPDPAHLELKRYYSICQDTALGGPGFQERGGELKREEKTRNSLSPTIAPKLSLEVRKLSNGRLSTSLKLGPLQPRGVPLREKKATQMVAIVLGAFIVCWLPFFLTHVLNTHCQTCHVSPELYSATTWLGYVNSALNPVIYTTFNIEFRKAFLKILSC
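Cells plated overnight at 1500 cells/well, then exposed to library compounds with dopamine controls for 90 minutes at 37 degrees C. DiscoveRx reagent added for 30–60 minutes at room temperature; luminescence read, quantitative HTS format.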
KB-V1 MDR tox = kills drug-selected multidrug resistant KB-V1 cells | 3.4% of 400,000 active | KB-V1 MDR cells viability, CellTiter-Glo, 72 h | AID 1347076 | Potency, µM (highest dose often 46.1 µM), inactives show at the highest dose activity change, negative = cytotoxicity, most hits filed as cytotoxic; note: potency is the fitted concentration of half-maximal effect; % is set by controls: 0 for no effect and ±100 for the full control effect; nearly all actives have a fitted effect of over 60% in size
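Cytotoxicity via CellTiter-Glo luminescence after 72 h compound exposure at 37 degrees C. Cells: drug-selected KB-V1 line, DMEM phenol-red free plus 10% FBS. Compounds tested at multiple concentrations; normalized data fitted to concentration-effect curves.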
aSyn rescue = alpha-synuclein toxicity inhibition in yeast | Yeast expressing alpha-synuclein, growth rescue, BacTiter-Glo, 24 h | Potency, µM (series often up to 46.1 µM), inactives show top-dose growth rescue (activation), hits mostly activators | 0.14% of 370,000 active | AID 652106; note: potency is the fitted concentration of half-maximal effect; % of control where 0% means no effect; nearly all actives have a fitted effect of over 65% in size
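Readout is rescue of growth in alpha-synuclein-expressing yeast, so inhibitors of toxicity appear as activators. Growth after 24 hr at 30 deg C in galactose medium is quantified by luminescence.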
DRD3 agonist = activates the human D3 dopamine receptor; max activation, %; P35462; 0.58% of 410,000 active; D3R DiscoveRx beta-arrestin cells, luminescence, 90 min; in the data active = max activation above about 30%; note: 0% is about no effect; mostly tested at two doses, the higher about 12 µM
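Agonist-mode cell screen: cells plated at 1500/well and incubated overnight at 37 °C, then exposed to library compounds for 90 min at 37 °C. Detection reagent was added for 30–60 min at room temperature, and luminescence was read.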
GLP-1R inv ag = acts as inverse agonist at human GLP-1 receptor; P43220; HEK293 GLP-1R CRE-luciferase, luminescence, 24 h; GLP-1R form is constitutively active; 1.6% of 410,000 active; Potency, µM (doses to about 38.3 µM), for inactives: at the top dose activity change, negative = inhibition, most hits filed as inhibitors; note: potency is the fitted concentration of half-maximal effect; % is set by controls: 0 for no effect and ±100 for the full control effect; nearly all actives have a fitted effect of over 55% in size
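Inverse agonists were sought by their lowering of basal cAMP reporter luciferase output in HEK293 cells stably carrying constitutively active human GLP-1R, after 24 h compound treatment.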
PTHR1 agonist = activates the human parathyroid hormone receptor PTHR1 | Q03431 | HEK293 GP2 PTHR1 cells, GloSensor cAMP luminescence, 1 h | Potency, µM (top dose mostly 115 µM), without a hit: at the top dose activation, most hits filed as activators | 0.075% of 410,000 active; note: potency is the fitted concentration of half-maximal effect; nearly all actives have a fitted effect of over 55% in size; some results filed as inactive show a strong effect at the top dose; inactives centre near -15; many of its hits are not listed in these tables
Target sequence (Q03431 whole entry, looked up): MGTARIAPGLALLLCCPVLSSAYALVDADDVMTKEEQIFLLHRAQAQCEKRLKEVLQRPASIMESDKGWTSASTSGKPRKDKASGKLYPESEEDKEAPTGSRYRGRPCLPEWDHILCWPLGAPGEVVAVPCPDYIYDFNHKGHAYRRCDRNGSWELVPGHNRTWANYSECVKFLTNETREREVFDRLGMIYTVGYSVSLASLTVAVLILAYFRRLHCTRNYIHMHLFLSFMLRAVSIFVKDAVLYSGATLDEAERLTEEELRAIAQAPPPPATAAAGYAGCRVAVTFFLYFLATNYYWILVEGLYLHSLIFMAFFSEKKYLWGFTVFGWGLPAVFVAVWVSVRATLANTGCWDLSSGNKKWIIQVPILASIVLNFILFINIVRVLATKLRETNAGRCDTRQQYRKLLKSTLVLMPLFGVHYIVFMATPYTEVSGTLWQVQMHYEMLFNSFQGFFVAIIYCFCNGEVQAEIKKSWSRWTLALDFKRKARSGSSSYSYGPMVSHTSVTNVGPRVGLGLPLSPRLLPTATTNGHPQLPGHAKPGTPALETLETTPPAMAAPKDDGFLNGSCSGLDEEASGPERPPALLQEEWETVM
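HEK-293-derived GP2 cells expressing PTHR1 and a GloSensor cAMP reporter, 3,000/well, plated overnight, given luciferin plus IBMX (each 0.5 mM as added) for 1 h at 37 °C, then compound for 1 h at 37 °C. Luminescence was read after 15 min at room temperature.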
GLP1R cytotox = cytotoxicity counter-screen for GLP-1 receptor inverse agonists | Potency, µM (series often up to 38.3 µM), for inactives: at the top dose activity change, negative = inhibition, usual class: inhibitors | 0.13% of 410,000 active | HEK293 cAMP-luciferase reporter cells, luminescence, 24 h;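 note: loss of luciferase light is scored as toxicity; potency is the fitted concentration of half-maximal effect; % is set by controls: 0 for no effect and ±100 for the full control effect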
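Step one: seed cells (200 cells/uL, DMEM with 10% Nu serum, 1% pen-strep). Step two: 12-hour incubation at 37 deg C. Step three: pin 23 nL compound, incubate 24 hr. Step four: add luciferase reagent, read luminescence 12 min later.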
* = called active by the depositor; i = inactive; ? = inconclusive; · = no result given; [ ] = another dose, or the depositor's remark. Unless noted, calls come from the whole dose curve; as a rule, active = well fitted curve in the direction sought with a large enough effect; inconclusive = small, poorly fitted or top-dose-only effect, or another doubt; inactive = no such curve, though single readings can be large; an effect the other way counts as inactive or inconclusive. Not all compounds are listed, so the mix of outcomes need not match the whole.

Structure,GLP1R ag,TDP-43 yeast inh,D3 antag,KB-V1 MDR tox,aSyn rescue,DRD3 agonist,GLP-1R inv ag,PTHR1 agonist,GLP1R cytotox
C=CCN1c2ccccc2[C@]23C[C@@H](C(=O)OC)N(C(C)=O)C2=NC(C(=O)OC)=C(C(=O)OC)[C@H]13,-1%,19%,1,?,0%,-6,-7%,i,-4%
CC(C)c1ccc(OCC(=O)N2CCc3ccccc3C2)cc1,-2%,1%,-10,-2%,-5%,-6,?,i,1%
O=C(Nc1ccccc1)NC1CCN(Cc2ccccc2)CC1,0%,-1%,·,10%,-2%,·,-9%,-7%,-2%
O=C(/C=C/c1ccc([N+](=O)[O-])s1)N1CCN(c2ccccc2)CC1,-2%,29%,-8,-27%,16%,-3,2%,-16%,-5%
CCc1nnc(SC(CC)C(=O)Nc2ccc(OC)c(Cl)c2)c2cc3occc3n12 (stereo not drawn),·,0%,·,0%,·,1,12%,i,5%
O=C(Nc1ccnn1C1CCN(C/C=C/c2ccccc2)CC1)c1cccc(F)c1,19%,-8%,-4,-1%,9%,-7,?,i,-28%
Cc1ccccc1C(=O)N1CCN(c2ccc(NC(=O)c3cccs3)cc2)CC1,-9%,16%,-10,·,-8%,-18,-19%,-84%[inhibitor],-7%
CC1=NN(c2ccccc2)C(=O)/C1=C/C=C/C=C/N(C)C,4%,-7%[9.22 µM],-69*,-12%,-28%,-16,-5%[7.66 µM],i,?
O=C(Nc1cccnc1)Nc1ccc(Br)cc1Cl,14%,24%,-11,?,-5%,1,?,i,?
Cc1c(NC(=S)NC(NC(=O)C(C)(C)C)C(Cl)(Cl)Cl)c(=O)n(-c2ccccc2)n1C (stereo not drawn),5%,-23%,-15,-3%,-11%,-9,-11%,24%,8%
CCN1N=C(c2ccccc2)Cn2c1nc1ccccc12,?,11%,3,-2%,0%,-3,?,i,35%[activator]
O=C(NCc1cccnc1)c1ccc(-c2ccc(Cl)cc2)o1,-3%,-4%,0,-14%,-5%,-4,18%,-18%,2%
Cc1cc(C)cc(NC(=O)CSCc2nc3c(nnn3Cc3ccc(F)cc3)c(=O)[nH]2)c1,-14%,-15%,-9,5%,0%,0,-22%,-5%[57.5 µM],-17%
Cc1ccccc1OCC(=O)Nc1ccc2c(c1)ncn2C,-2%,-1%,-5,-21%,-7%,0,18%,-21%,10%
CC1CCCC(C)N1C(=O)COC(=O)CNS(=O)(=O)c1ccc2ccccc2c1 (stereo not drawn),-3%,14%,17,-12%,2%,0,0%,-30%[inhibitor],1%
COc1ccc(CNC(=S)Nc2cccc(OC)c2)cc1,5%,?,-8,20%,-5%,6,-26%,i,4%
Cn1nnnc1SCC(=O)Nc1cccc([N+](=O)[O-])c1,15%,-19%,-8,3%,-6%,1,6%,i,-7%
CCOc1ccc(N2C(=O)CC(Cc3ccc(Br)cc3)C2=O)cc1 (stereo not drawn),-5%,-6%,8,-1%,-3%,7,-13%,-21%,11%
COc1ccc(N2CCN(CCNC(=O)CCNS(=O)(=O)c3cccs3)CC2)cc1,1%,-15%,-4,4%,2%,8,-4%,-2%[57.5 µM],6%
CCOC(=O)Cn1nnnc1CN(Cc1cccs1)Cc1cc2cc(C)cc(C)c2[nH]c1=O,3%,5%,?,?,9%,-30,0%,-23%[57.5 µM],?
COc1cccc(NC(=O)C2CCC(CNC(=O)[C@@H]3Cc4ccccc4CN3)CC2)c1 (stereo partly drawn),-1%,-5%,-10,7%,-1%,2,-22%,i,-4%
O=C(NCC1CCCCC1)c1csc([C@@H]2O[C@H](CO)[C@H](O)[C@H](O)[C@H]2O)n1,-11%,13%,0,3%,-2%,6,15%,i,3%
CCC(=O)Nc1nc2c(OC)ccc(OC)c2s1,-5%,?,-27,8%,9%,-2,18%,i,-8%
Cc1noc(C)c1S(=O)(=O)NCc1ccc2c(c1)OCO2,4%,21%,1,11%,7%,4,-9%,i,-23%
COc1ccc(N2C(=O)[C@@H]3Cc4ccccc4CN3C2=O)cc1,1%,-28%,8,9%,-1%,3,13%,-6%,20%
Cc1ccc(C=NNC(=O)c2cc(-c3cccnc3)nc3ccccc23)o1,21%,-23%,-16,?,-5%,-9,-20%,i,-30%
CCOC(=O)CNC(=O)CSc1nc2nc(C)c(Br)cc2[nH]1,1%,14%,1,0%,-13%,0,24%,-16%,12%
COc1ccc(NC(C)=O)cc1NC(=O)CN1CCN(S(=O)(=O)c2ccc(C(C)C)cc2)CC1,-5%,4%,5,-14%,-2%,-9,2%,-7%,22%
CC(=NNC(=O)CCC(=O)Nc1ccccc1Cl)c1ccco1,11%,-4%,6,9%,-3%,0,8%,i,10%
COc1ccc(-c2onc(C)c2C)cc1S(=O)(=O)Nc1ccc(OC(F)(F)F)cc1,·,9%,·,·,·,1,13µM*,-92%[inhibitor],-5%
CCCc1[nH]c(=O)c(C#N)c2c1COC(C)(C)C2,1%,0%,-12,-17%,-10%,-17,0%,i,4%
Cc1n(N)c2ccccc2[n+]1CC(=O)c1ccccc1,0%,5%,-82*,-5%,-4%,-11,-1%,i,16%
Cc1ccc(NC(=O)NNS(=O)(=O)c2ccc(Br)cc2)cc1,-18%,-16%,?,28%,0%,-14,13%,-50%[57.5 µM],15%
CCCOc1ccc(-c2nc(OC)c3ccccc3n2)cc1,1%,8%,-6,?,-11%,0,0%,16%,31%[activator]
O=C(Nc1ccc(C(F)(F)F)cc1)C1CCCN1S(=O)(=O)c1cccc2cccnc12 (stereo not drawn),7%,-7%,14,4.6µM*,1%,-4,0%,-6%[57.5 µM],-1%
CN(C)c1ccc(-n2cccc2/C=C2/SC(=Nc3ccc(F)cc3)NC2=O)cc1,0%,-14%,-11,-1%,-7%,-8,4%,-4%[57.5 µM],1%
COc1ccc(NC(=O)CC2SC(N3CCCC3)=NC2=O)cc1Cl (stereo not drawn),-6%,12%,16,-3%,2%,-9,7%,-19%,-7%
Cc1cc(N)n2nc(C)c(-c3ccccc3)c2n1,9%,23%,3,-4%,-10%,-6,-19%,i,1%
COc1ccc(C(=O)N2CC3(CC(c4cccc(NC(=O)COc5ccc(Cl)cc5)c4)=NO3)C[C@@H]2C(N)=O)cc1 (stereo partly drawn),0%,4%,-5,-2%,2%,-3,-7%,-22%,1%
COc1ccc(NC(=O)c2cccnc2N2CCCCC2)cc1,16%,8%,11,-1%,4%,6,?,i,-7%
Cc1nc2ccc(CCO)cc2s1,0%,-6%,8,12%,-5%,-3,22%,-24%,24%
Cc1ccc(C=Nc2cccnc2N)cc1,7%,5%,10,18%,9%,1,-2%,i,101%[activator]
C#CCN1C=CC(=O)[C@@H](OC(=O)NCCC)[C@H]1c1ccccc1Br,5%,6%,25,-5%,3%,5,15%,i,1%
CCCCCC(=O)Nc1ccc(C(=O)COC(=O)CN2C(=O)NC3(CCCC3)C2=O)cc1,-15%,-3%,29,1%,-10%,4,12%,i,19%
CC(C)C[C@H](NC(=O)[C@H](Cc1ccccc1)n1c(=O)[nH]c2ccccc2c1=O)C(=O)N1CCC[C@H]1C(=O)O,-3%,23%,-24,0%,-4%,-14,-11%,-20%,-8%
CN(C)c1ccc(C(CNS(=O)(=O)c2cc(F)ccc2F)N2CCOCC2)cc1 (stereo not drawn),·,-10%,·,4%,·,-4,1%,-10%,-5%
O=C(Nc1cccnc1)C1CCC(CNS(=O)(=O)c2cccc3nsnc23)CC1 (stereo not drawn),8%,-19%,-11,8%,1%,-15,-7%,i,1%
Cc1ccc(NC(=S)N2CCN(Cc3ccccc3)CC2)c(C)c1,7%,3%,-26,-30%,4%,-4,?,-64%[inhibitor],21%
Cc1ccc(/C=N/NC(=O)Cc2c[nH]c3ccccc23)c(C)c1,1%,-10%,1,?,6%,-4,?,-4%[57.5 µM],-25%
CCOc1ccccc1/C=C(\C(=O)O)c1ccc(S(=O)(=O)N2CCCCC2)s1,-1%,2%,5,-3%,-1%,-21,-16%,16%,-5%
CC(C)CNC(=O)C1CCCN1S(=O)(=O)c1ccc(Cl)cc1 (stereo not drawn),6%,-24%,19,-29%,-10%,-10,2%,i,24%
O=C(Nc1ccc2c(c1)OCO2)C1CCN(C(=O)CSc2ncnc3ccccc23)CC1,0%,16%,3,-24%,2%,-4,-23%,i,1%
COc1ccc(CC(=O)N(C)Cc2ccc(OC(F)F)cc2)cc1S(=O)(=O)N1CCOCC1,-2%,-5%,7,-11%,-8%,1,27%,-26%,2%
Cc1nc(SC2CCOC2=O)c2c(C)c(C)sc2n1 (stereo not drawn),6%,1%,-24,5%,0%,-6,19%,-4%[57.5 µM],-2%
